# RGS4 block = human RGS4 inhibition; HEK293 M3R/RGS4 inducible, Fluo-4 calcium flux; stronger effect = higher value; triggered by carbachol at its EC20; B-score at 10 µM; 310,000 tested, 0.45% active; AID 463165;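 active = B-score, a plate-corrected calcium signal, over three deviations above library mean, with baseline fluorescence within five deviations of library mean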;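 note: RGS4 expression induced by doxycycline in cells with stable M3 receptor; B-score is computed from the integrated fluorescence ratio over baseline after carbachol; higher B-score means a larger calcium signal and so more RGS4 inhibition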
# Target sequence (P49798 whole entry, looked up): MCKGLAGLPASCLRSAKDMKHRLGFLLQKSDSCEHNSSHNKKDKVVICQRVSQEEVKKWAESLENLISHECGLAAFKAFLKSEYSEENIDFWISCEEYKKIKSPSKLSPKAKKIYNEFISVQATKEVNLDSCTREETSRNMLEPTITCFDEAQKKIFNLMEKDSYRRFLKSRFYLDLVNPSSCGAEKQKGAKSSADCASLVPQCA
# PolyA inhibitor = yeast polyadenylation inhibition. 300,000 tested, 0.02% active. S. cerevisiae SKY197-pL101 polyadenylation reporter, beta-gal luminescence; efflux-impaired pdr1/pdr3 knockout yeast; score 100 = 6 SD above DMSO. calls only at 12 µM. AID 1875;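 active = lowest replicate activity score at least 50, where 100 means six control SD above control mean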;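 note: yeast exposed to compound for 9 h at 30 °C; higher score means more reporter readthrough which indicates perturbed polyadenylation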
# KCNK3 inh = human KCNK3 channel inhibition, primary screen; 340,000 tested, 0.84% active; CHO-KCNK3 thallium flux, FluxOR fluorescence; stronger effect = lower value; B-score at 10 µM; AID 602410; O14649;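 active = B-score under library mean minus 4 SD, starting fluorescence ratio at most library mean plus 5 SD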;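 note: more negative B-score means stronger inhibition of thallium flux through KCNK3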
# Target sequence (O14649 whole entry, looked up): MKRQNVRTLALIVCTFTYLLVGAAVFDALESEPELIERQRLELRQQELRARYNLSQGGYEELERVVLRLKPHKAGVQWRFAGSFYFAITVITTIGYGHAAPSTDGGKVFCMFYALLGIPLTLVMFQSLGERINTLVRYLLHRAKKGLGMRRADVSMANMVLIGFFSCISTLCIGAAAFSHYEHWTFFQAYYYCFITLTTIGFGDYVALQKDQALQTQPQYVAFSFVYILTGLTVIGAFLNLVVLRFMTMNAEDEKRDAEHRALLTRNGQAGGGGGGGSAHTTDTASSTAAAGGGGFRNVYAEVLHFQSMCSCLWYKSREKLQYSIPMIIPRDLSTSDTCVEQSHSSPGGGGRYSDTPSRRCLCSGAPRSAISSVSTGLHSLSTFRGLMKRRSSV
# DYRK1A inh = inhibitors of rat Dyrk1A kinase; inhibition, % at 12.5 µM; Q63470; ADP-Glo luminescence, NFATc1 peptide; 310,000 tested, 0.43% active; in the data active = inhibition above about 50%;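 note: plate controls were vehicle with enzyme for no effect and no enzyme for full effect; many of its hits are not listed in these tables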
# RGS4 pot = RGS4 potentiation or activation | HEK293 M3R/inducible RGS4, carbachol calcium flux Fluo4; stronger effect = lower value | B-score at 10 µM | 310,000 tested, 0.92% active | AID 463111;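 active = B-score of the integrated calcium signal more than 4 SD below the library mean, with starting fluorescence not abnormally high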;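 note: negative B-score means reduced calcium response which marks RGS4 activation or potentiation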
#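 Reagent: ECmax carbachol challenge; Test system: M3R-expressing HEK293 line, RGS4 induced by doxycycline; Schedule: overnight RGS4 induction, 30 min dye load 37 °C, 20 min compound RT; Detection: calcium dye Fluo4 fluorescence; Read-out: Agonist-evoked peak-minus-minimum fluorescence over baseline, integrated ratio, B score.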
# KCNQ1 act = human KCNQ1 channel potentiation or activation; P51787; CHO-K1 KCNQ1, thallium flux FluxOR fluorescence; stronger effect = higher value; B-score at 10 µM; 310,000 tested, 0.35% active; AID 2648;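 active = fluorescence ratio B-score, a plate-corrected score, at least three library SD, with initial intensity B-score within 5 SD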
#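 Doses: Single concentration per compound, DMSO matched to controls | Test system: KCNQ1-transfected CHO-K1 cells | Timing: 90 min dye loading and 20 min compound exposure, both at room temperature | Measured by: Kinetic FluxOR thallium fluorescence, 10-s 1-Hz baseline, 110-s post-stimulus read | Medium: Assay buffer with matched DMSO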
# hERG protect = hERG (human) protection from proarrhythmic block | 310,000 tested, 0.51% active | CHO-hERG, FluxOR thallium flux, dofetilide IC70 present | Q12809 | activation (rescue from dofetilide block), less the hit threshold, % at 10 µM;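 active = activation above the mean of controls blocked by dofetilide plus 5 SD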;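 note: thallium influx through hERG after potassium depolarization seen as dye fluorescence rise; in these data hits start at about 4.7%; inactives centre near -7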
# GSK3 alpha inh = blocks human GSK-3 alpha kinase; inhibition, % at 10 µM; P49840; ADP-Glo luminescence, 60 min; 320,000 tested, 0.1% active;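 in the data active = inhibition above about 50%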;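 note: GST-tagged GSK-3 alpha with peptide substrate and 25 µM ATP; 0% = DMSO neutral wells and 100% = GW8510 positive control wells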
# KCNK9 inh = blocks the human KCNK9 two-pore domain potassium channel; Q9NPC2; 310,000 tested, 1.2% active; B-score at 10 µM; AID 488922; HEK293 KCNK9, FluxOR thallium flux fluorescence; stronger effect = lower value;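 active = ratio B-score over 3 SD below the library mean, with starting fluorescence within 5 SD of its mean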;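 note: negative B-score means less thallium flux so channel inhibition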
# KCNQ1 block = inhibitors of human KCNQ1 potassium channel | AID 2642 | P51787 | B-score at 10 µM | 310,000 tested, 1.3% active | CHO-K1 KCNQ1, FluxOR thallium flux fluorescence; stronger effect = higher value;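 active = compounds whose thallium flux B-score, printed positive for inhibition, exceeds three library SD while starting fluorescence stays within three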;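 note: channel opened by potassium depolarization with thallium stimulus after 20 min compound exposure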
# GSK3beta inhib = human GSK3beta kinase inhibition. P49841. GST-GSK3beta kinase, ADP-Glo luminescence, 60 min; stronger effect = lower value. activity score (negative = inhibition), % at 10 µM. 300,000 tested, 0.038% active;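 active = more than half of replicate wells score below -50%, meaning over 50% inhibition versus plate controls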;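 note: 0% = median DMSO wells and -100% = median GW8510 positive control wells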
# Target sequence (P49841 whole entry, looked up): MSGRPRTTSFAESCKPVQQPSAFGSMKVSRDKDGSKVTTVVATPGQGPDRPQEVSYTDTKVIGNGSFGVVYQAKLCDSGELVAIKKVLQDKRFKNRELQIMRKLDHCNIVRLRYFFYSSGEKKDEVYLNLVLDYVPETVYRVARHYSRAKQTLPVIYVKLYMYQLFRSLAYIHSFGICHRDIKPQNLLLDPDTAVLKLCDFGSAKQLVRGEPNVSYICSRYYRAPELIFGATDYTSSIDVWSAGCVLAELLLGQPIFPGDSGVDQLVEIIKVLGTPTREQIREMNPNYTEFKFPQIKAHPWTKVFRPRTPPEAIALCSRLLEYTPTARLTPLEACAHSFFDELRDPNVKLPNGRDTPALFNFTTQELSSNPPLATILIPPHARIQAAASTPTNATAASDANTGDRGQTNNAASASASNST
#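 Test system: GST-fused GSK3beta enzyme, cell-free | Quantity: 1.6 ng GST-GSK3beta enzyme per well | Reagent: 25 µM ATP with peptide substrate | Schedule: 60 min enzyme reaction, room temperature | Signal: Luminescent ADP-Glo measurement of ADP formed | Read-out basis: Score relative to plate controls | Control set: DMSO and 20 µM GW8510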
# * marks the source's active call; other numbers are inactive results; i = inactive; · = no result given. A portion of the library; the hit share may differ from the screen's.
SMILES,RGS4 block,PolyA inhibitor,KCNK3 inh,DYRK1A inh,RGS4 pot,KCNQ1 act,hERG protect,GSK3 alpha inh,KCNK9 inh,KCNQ1 block,GSK3beta inhib
CN(CC(=O)Nc1c(Cl)cccc1Cl)C(=O)Cc1ccc2c(c1)CCC2,i,i,i,4,i,i,-23,-4,i,i,1
CC1(C)Cc2c(cnn2-c2cccc(F)c2)C(NC(=O)CN2CCCC2=O)C1 (configuration not stated),i,i,i,-6,i,i,-3,-2,i,i,2
O=C(/C=C/c1ccccc1)NCC(=O)N/N=C/c1ccco1,i,i,i,-3,i,i,-5,2,i,i,2
O=C(NNC(=O)c1sccc1-n1cccc1)Nc1ccccc1,i,i,i,-7,i,i,4,0,i,i,3
CCOC(=O)c1nnn(-c2nonc2N)c1-c1ccccc1,i,i,i,11,i,i,-4,12,i,i,-13
O=C(O)CCCCn1c(SCC(=O)Nc2ccccc2C(F)(F)F)nc2ccsc2c1=O,i,i,i,-5,i,i,-4,·,i,i,3
Cc1noc(C)c1CSc1cc(C)c2ccccc2n1,i,i,i,-3,i,i,-6,0,i,i,-3
Cc1ccc(OCCN2CCN(CC(O)Cn3c4ccccc4c4ccccc43)CC2)cc1 (configuration not stated),i,i,·,·,i,i,-25,2,i,i,-2
CCc1ccc(-c2cc(C(F)(F)F)n3nc(C(=O)Nc4cnn(Cc5ccccc5C)c4)cc3n2)s1,i,i,i,6,i,i,-8,-1,i,i,2
CCCn1c(CN2CCN(C(C)=O)CC2)nc2cc(S(=O)(=O)N(C)C)ccc21,i,i,i,-1,i,i,0,16,i,i,-4
COc1ccc(OCCNC(=O)c2ccccc2OCC(=O)Nc2ccc(NC(C)=O)cc2)cc1,i,i,i,-1,i,i,-7,-3,i,i,1
CC(=O)Nc1ccc(NC(=O)c2c(-c3ccccc3)noc2C)cn1,i,i,i,·,i,i,-12,-1,i,i,1
CCN(CC)S(=O)(=O)c1cc(NC(=O)CSc2nnc(-c3cccs3)o2)ccc1C,i,i,i,-11,i,i,-13,5,i,i,-1
CCCCc1ccc(N=N/C(C(=O)Nc2ccc(NC(C)=O)cc2OC)=C(/C)O)cc1,i,·,i,6,i,i,-15,-7,i,i,4
O=C(CCCc1nc(-c2ccccc2)no1)Nc1cccnc1,i,i,i,1,i,i,-12,-2,i,i,0
O=S(=O)(c1ccc(Cl)cc1)N1CCCC1c1nc(-c2ccc(Cl)cc2)no1 (configuration not stated),i,i,i,0,i,i,-5,·,i,i,4
CC(C)(C)c1ccccc1OCCCCCn1ccnc1,i,i,i,·,i,i,-22,-2,i,i,1
COc1ccc(-n2c(Cc3cccn3C)nnc2SCC(=O)N2CCC(C)CC2)cc1,i,i,i,4,i,i,-7,·,i,i,2
COc1ccc(OC)c(NS(=O)(=O)c2ccc3c(c2)CCC(=O)N3)c1,i,i,i,1,i,i,-11,-3,i,i,2
CCc1cc(=O)[nH]c(SCc2cccnc2)n1,i,i,i,10,i,i,-10,-3,i,i,2
CCN1CCN(C(C)CCc2ccccc2)CC1 (configuration not stated),i,i,i,-4,i,i,1,-1,i,i,-4
COC(=O)C1=C(C)N(CCc2ccc(OC)c(OC)c2)C(=O)/C1=C\N(C)C,i,i,i,-8,i,i,-5,1,i,i,1
O=C(CCCOc1cccc(Br)c1)NC1CCC(O)CC1 (configuration not stated),i,i,i,-7,i,i,-7,-2,i,i,-1
O=C(CCNS(=O)(=O)c1ccccc1C(F)(F)F)N1CCN(S(=O)(=O)c2cccc(Cl)c2)CC1,i,i,i,4,i,i,-13,-2,i,i,1
CCOC(=O)c1cnc2nc(SC)nn2c1N,i,i,i,1,i,i,-3,0,i,i,2
CCCCCC/C=N/Nc1nnc(Cc2ccc(OC)c(OC)c2)c(=O)[nH]1,i,i,i,-1,i,i,-1,-1,i,i,1
COc1ccc(S(=O)(=O)N(C)CC(=O)Nc2ccccc2C(F)(F)F)cc1,i,i,i,0,i,i,-7,0,i,i,-1
CCOc1ccccc1N(CC(=O)Nc1ccccc1C(=O)OC)S(C)(=O)=O,i,i,i,-4,i,i,-19,0,i,i,0
Cn1ncc(S(=O)(=O)Cc2ccccc2)c(Cl)c1=O,26*,i,i,5,i,i,-33,-3,i,i,0
CCN(CC)CCOC(=O)c1ccc(NC(=S)NC(=O)/C=C/c2ccco2)cc1,i,i,·,·,i,i,-9,2,i,i,-28
COc1ccc(CC(=O)N2CCN(c3ccccc3OC)CC2)cc1,i,i,i,0,i,i,-6,3,i,i,-2
CC(=O)c1cccc(NC(=O)/C(=C\c2ccco2)NC(=O)c2ccco2)c1,i,i,i,12,i,i,-13,-2,i,i,-5
CCC(=O)Nc1ccc(C(=O)COC(=O)C(CCSC)NC(=O)COc2ccccc2)cc1 (configuration not stated),i,i,i,6,i,i,-18,-2,i,i,0
O=C(Oc1ccc(/C=N/Nc2nc(N3CCCCC3)nc(N3CCCCC3)n2)cc1)c1ccco1,i,i,i,0,i,i,-2,-1,i,i,2
CCn1nc(NS(=O)(=O)c2ccc(NC(C)=O)cc2)c2cc3ccc(C)cc3nc21,i,i,i,-6,i,i,-14,-1,i,i,8
CC(=O)N=C(N)Sc1nc2ccccc2[nH]1,i,i,i,6,i,i,-16,-2,i,i,-3
CCc1c(C(=O)OCc2ccccc2)[nH]c(C)c1C,i,i,i,-14,i,i,-6,2,i,i,-2
CC(C)CC(=O)c1c[nH]c(C(=O)NCCCn2ccnc2)c1,i,i,i,2,i,i,-7,5,i,i,-1
Cc1cccn2c(=O)c3cc(C(=O)NC4CCCC4)c(=N)n(CC4CCCO4)c3nc12 (configuration not stated),i,i,i,-5,i,i,-12,-5,i,i,-2
Cc1ccc(NC(=O)CSCC(=O)N(C)CC(=O)Nc2cccc3ccccc23)cc1,i,i,i,-3,i,i,-5,0,i,i,0
COc1ccc(C2/C=C\CN(C(=O)c3ccc(C)cc3)CC(=O)N2Cc2ccc(F)cc2)cc1 (configuration not stated),i,i,i,·,i,i,-13,-1,i,i,9
O=C(Nc1c[nH]c(=O)[nH]c1=O)c1ccc([N+](=O)[O-])cc1,i,i,i,-3,i,i,-9,2,i,i,-6
CCOC(=O)c1ccc(Nc2nc(C)cc(=O)[nH]2)cc1,i,i,i,6,i,i,-6,2,i,i,-19
Cn1c(CN2CCCCC2)nc2cc(NC(=O)c3ccc(F)cc3)ccc21,i,i,i,2,i,i,-17,4,i,i,1
CCN(C(=O)CSc1nnc2ccccn12)C1CCS(=O)(=O)C1 (configuration not stated),i,i,i,1,i,i,-16,0,i,i,1
CCc1nn(-c2cc(Cl)ccc2OC)c2c1C(=O)CCC2,i,i,i,0,i,i,-10,0,i,i,-2
CC(=O)Oc1c(-c2ccco2)oc2ccccc2c1=O,i,i,i,6,i,8*,0,-2,i,i,-6
CCOC(=O)N1CCC(NC(=O)CCC(=O)c2ccccc2)CC1,i,i,i,-1,i,i,-4,3,i,i,3
COc1ccc(NC(=S)NNC(=O)Cn2nc(C(F)F)cc2C(F)F)cc1,i,i,i,2,i,i,-5,-6,i,i,1
Cc1cccc(OC(=O)c2ccc3nccnc3c2)c1,i,i,i,1,i,i,-6,-18,i,i,4
CCN1C(=O)c2ccccc2Sc2ccc(C(=O)NC(C)C)cc21,i,i,i,3,i,i,-4,-4,i,i,-1
O=C1Nc2ccccc2/C1=N\c1sc2c(c1C(=O)Nc1ccccc1)CCCC2,i,i,i,0,i,i,-27,4,i,i,-1
CN(Cc1ccccc1)S(=O)(=O)c1ccc(Cl)c(C(=O)NCc2ccc3c(c2)OCO3)c1,i,i,i,4,i,i,-6,-2,i,i,1
Cc1ccc(-c2csc3nc(C(C)C)oc(=O)c23)c(C)c1,i,i,i,·,i,i,-6,-1,i,i,-1
CCc1c(C)nc2c(-c3ccccc3)c[nH]n2c1=O,i,i,i,0,i,i,-4,-4,i,i,1
O=C(c1cn(-c2ccccc2)nc1-c1cccs1)N1CCN(c2ccccc2)CC1,i,i,i,-5,i,i,-13,-2,i,i,2
COc1ccc(CCC(=O)NNC(=O)c2cc(Cl)ccc2OC)cc1OC,i,i,i,-1,i,i,-2,-1,i,i,3
COc1ccc(Cl)cc1C(=O)NCc1ccco1,i,i,i,-5,i,i,-8,-1,i,i,2
COc1cccc(OC)c1C(=O)Nc1cc(C)on1,i,i,i,3,i,i,-3,·,i,i,-1
CN(C)C=Nc1ncc2c([nH]c3ccccc32)c1C#N,i,i,i,38,i,i,-6,0,i,i,0

# Additional records follow:
SMILES,RGS4 block,PolyA inhibitor,KCNK3 inh,DYRK1A inh,RGS4 pot,KCNQ1 act,hERG protect,GSK3 alpha inh,KCNK9 inh,KCNQ1 block,GSK3beta inhib
OC1(Cc2ccn[nH]2)CCCCC1,i,i,·,·,i,i,-5,-3,i,i,3
Cc1[nH]c(C)c(S(=O)(=O)NCc2ccco2)c1C(=O)N1CCCCC1,i,i,i,-4,i,i,-8,0,i,i,0
O=C(NC(=O)c1c(Cl)cccc1Cl)Nc1ccc(Oc2cccnc2)nc1,i,i,i,0,i,i,-15,-1,i,i,2
Oc1ccc(/C=N/n2c3ccccc3c3ccccc32)cc1,i,i,i,14,i,i,-2,·,i,i,1
CCOc1cc(N2CCOCC2)c(OCC)cc1NC(=O)CCC1CCCC1,i,i,i,-24,i,i,6.9*,-1,i,i,3
CCC(c1nnnn1Cc1ccc(F)cc1)N1CCN(C)CC1 (configuration not stated),i,i,i,5,i,i,-2,-2,i,i,1
O=C(NCc1ccc(F)cc1)c1ccc(CS(=O)(=O)Cc2ccc(F)cc2)o1,i,i,i,7,i,i,-8,-3,i,i,1
COc1ccc(NS(=O)(=O)c2cccc(-c3nnc4n3CCCCC4)c2)cc1,i,i,i,7,i,i,-11,14,i,i,-1
O=c1c(Cl)c(N2CCN(S(=O)(=O)c3ccccc3)CC2)cnn1-c1ccccc1,i,i,i,-14,i,i,-7,-2,i,i,1

# Screening data as filed in PubChem.
